# Compound activity deposited in PubChem BioAssay by National Center for Advancing Translational Sciences (NCATS).
# RORgamma inh: blocks mouse ROR gamma transcriptional activity. Potency, µM (series often up to 53.6 µM), inactives show top-dose activity change, negative = inhibition, usual class: inhibitors. Drosophila S2 Gal4-RORgamma UAS-luciferase reporter, 20 h. 5.4% of 310,000 active. P51450; note: potency is the fitted concentration of half-maximal effect; % is set by controls: 0 for no effect and ±100 for the full control effect; nearly all actives have a fitted effect of over 60% in size
#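 Stably transfected Drosophila Schneider cells are the test system, with ROR gamma fused to Gal4 and luciferase under UAS control; luminescence is read after 20 hr of 700 uM copper sulfate induction at ambient temperature.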
# ELG1 DNA repair: ELG1-dependent DNA repair inhibition; HEK293T ELG1-luciferase reporter, luminescence, 16 h; DNA damage induced by 5-fluorouridine; Potency, µM (doses to about 46.1 µM), without a hit: top-dose activity change, negative = inhibition, hits mostly inhibitors; 2.3% of 330,000 active; note: potency is the fitted concentration of half-maximal effect; % is set by controls: 0 for no effect and ±100 for the full control effect; nearly all actives have a fitted effect of over 55% in size
#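 Reporter activity after DNA damage by 5-fluorouridine is monitored. Compound-treated cells incubate 16 hr at 37 °C, then ONE-Glo is added for 30 min before luminescence reading.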
# ELG1 genotox: genotoxicity induction in ELG1-luciferase HEK293T cells | AID 504466 | 1.3% of 330,000 active | Potency, µM (series often up to 46 µM), without a hit: at the highest dose activity change, positive = activation, most hits filed as activators | HEK293T ELG1-luciferase reporter, luminescence, 16 h; note: potency is the fitted concentration of half-maximal effect; % of control where 0% means no effect; nearly all actives have a fitted effect of over 60% in size
#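 Screening used a luciferase reporter fused to human ELG1 in HEK293T cells. Luminescence was read on a CCD plate imager after 16 hr exposure and 30 min ONE-Glo incubation.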
# BRCA1 expr act: activators of BRCA1 expression. Potency, µM (highest dose often 46.1 µM), for inactives: at the highest dose activation, hits mostly activators. 1.1% of 380,000 active. MCF7-BRCA1-FFLuc reporter, luminescence, 48 h; response scale: scaled: vehicle 0%, 10 µM genistein 100%; note: potency is the fitted concentration of half-maximal effect; nearly all actives have a fitted effect of over 80% in size; some results filed as inactive show a strong effect at the top dose
#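 Luminescence from a BRCA1-driven firefly luciferase in MCF7 cells was read after 48 h compound exposure at 37 C. Data normalized against DMSO and a 10microM genistein activation control, then curve-fitted across the titration.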
# NPC1 prom act: NPC1 promoter activation; Huh7 NPC1 promoter luciferase reporter, 24 h; Potency, µM (doses to about 9.22 µM), inactives show at the highest dose activation, actives largely listed as activators; 2.4% of 320,000 active; AID 485313;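 note: potency is the fitted concentration of half-maximal effect; % of control where 0% means no effect; nearly all actives have a fitted effect of over 60% in size; reporter is driven by a mutant NPC1 promoter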
#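 Huh7 reporter cells (NPC1 promoter driving luciferase) are dosed with compound for 24 h at 37 °C, 5% CO2; luciferase detection reagent is then added and luminescence measured after 10 min at ambient temperature.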
# Gal4-VP16 FLuc: inhibits Gal4-VP16 luciferase reporter, ROR gamma counter-screen | Drosophila S2 Gal4-VP16 UAS-luciferase, luminescence, 20 h | Potency, µM (titrated, usually from 53.6 µM), for inactives: at the highest dose activity, negative = inhibition, actives largely listed as inhibitors | 3.5% of 310,000 active | AID 2546;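 note: Gal4-VP16 expression switched on by copper sulfate through the metallothionein promoter; potency is the fitted concentration of half-maximal effect; % is set by controls: 0 for no effect and ±100 for the full control effect; nearly all actives have a fitted effect of over 50% in size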
# Tb PFK block: blocks T. brucei phosphofructokinase | O15648 | 0.17% of 330,000 active | T. brucei PFK, ADP-Glo luminescence | Potency, µM (top dose mostly 57.5 µM), for the others: top-dose activity, negative = inhibition, most hits filed as inhibitors;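 note: potency is the fitted concentration of half-maximal effect; 0% = uninhibited 1x PFK enzyme wells and -100% = no-enzyme wells; nearly all actives have a fitted effect of over 60% in size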
# Target sequence (O15648 whole entry, looked up): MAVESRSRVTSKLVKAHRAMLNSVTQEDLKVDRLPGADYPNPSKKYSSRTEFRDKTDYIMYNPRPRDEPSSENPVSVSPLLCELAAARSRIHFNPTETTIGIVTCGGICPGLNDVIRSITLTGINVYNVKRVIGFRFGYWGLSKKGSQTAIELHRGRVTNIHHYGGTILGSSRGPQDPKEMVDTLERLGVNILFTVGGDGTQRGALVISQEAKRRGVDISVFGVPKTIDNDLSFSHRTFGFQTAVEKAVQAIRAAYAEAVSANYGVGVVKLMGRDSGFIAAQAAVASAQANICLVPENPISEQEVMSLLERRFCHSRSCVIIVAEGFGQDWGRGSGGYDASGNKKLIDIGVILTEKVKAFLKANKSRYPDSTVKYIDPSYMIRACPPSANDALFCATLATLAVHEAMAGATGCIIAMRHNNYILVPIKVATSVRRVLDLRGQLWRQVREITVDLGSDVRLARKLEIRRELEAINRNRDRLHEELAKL
#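 Activity is normalized to no-enzyme wells (full inhibition) and 1.25 nM enzyme wells (no inhibition). Reaction: 0.5 mM F6P, 0.1 mM ATP, 45 min RT, ADP-Glo luminescence; concentration-response curves fitted and classed by quality.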
# FLuc modulator: firefly luciferase modulation, counter-screen for miR-21 project | P08659 | 6.9% of 360,000 active | purified FLuc, Km substrates, luminescence inhibition | Potency, µM (series often up to 57.5 µM), without a hit: at the top dose activity change, negative = inhibition, actives largely listed as inhibitors;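 note: potency is the fitted concentration of half-maximal effect; plate controls were vehicle for no effect and reference inhibitor for full effect; nearly all actives have a fitted effect of over 55% in size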
# Target sequence (P08659 whole entry, looked up): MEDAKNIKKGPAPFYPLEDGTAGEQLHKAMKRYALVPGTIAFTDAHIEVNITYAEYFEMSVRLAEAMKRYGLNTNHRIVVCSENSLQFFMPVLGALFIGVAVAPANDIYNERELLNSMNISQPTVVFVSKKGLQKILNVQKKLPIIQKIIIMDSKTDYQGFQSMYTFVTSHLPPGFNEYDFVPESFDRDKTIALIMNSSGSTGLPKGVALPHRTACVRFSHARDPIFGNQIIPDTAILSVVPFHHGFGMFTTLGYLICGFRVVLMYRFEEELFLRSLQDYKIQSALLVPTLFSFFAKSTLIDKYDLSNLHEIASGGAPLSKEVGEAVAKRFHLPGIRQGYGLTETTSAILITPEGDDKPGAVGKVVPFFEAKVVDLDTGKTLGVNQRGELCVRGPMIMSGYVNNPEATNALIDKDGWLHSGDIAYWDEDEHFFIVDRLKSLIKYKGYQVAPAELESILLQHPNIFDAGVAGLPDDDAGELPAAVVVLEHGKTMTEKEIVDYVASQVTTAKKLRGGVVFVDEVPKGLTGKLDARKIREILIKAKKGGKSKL
#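 Purified P. pyralis luciferase (10nM final) with 10uM D-luciferin and 10uM ATP (Km levels) in 50mM Tris acetate pH 7.5, 10mM Mg acetate, 0.01% Tween-20, 0.05% BSA; qHTS 6-point titration, ~60 µM downward; luminescence read.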
# p53 reactivator: re-activators of mutant p53; H1299 p53-A138V BP100-luciferase reporter, luminescence, 24 h; Potency, µM (titrated, usually from 92.2 µM), for the others: top-dose activity change, positive = activation, hits mostly activators; 0.063% of 320,000 active; AID 504706; note: potency is the fitted concentration of half-maximal effect; % of control where 0% means no effect; nearly all actives have a fitted effect of over 45% in size
#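 H1299 (p53-null), stable ts p53-A138V + BP100-Luc; 1000 cells/well, Opti-MEM/10% FBS; cpd 4 pt, 1:5; 24 h, 37 deg C, 5% CO2; detection reagent 10 min RT; luminescence.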
# TRPV1 ag: activates the human vanilloid receptor TRPV1 | Q8NER1 | TRPV1-expressing cells, Fluo-8 calcium influx, agonist mode | activation, % at 8.33 µM | 0.19% of 320,000 active | AID 540275; in the data active = activation above about 80%; inconclusive = between about 30% and that limit; note: 0% is about no effect
#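 Cells expressing TRPV1 were dye-loaded with Fluo-8 and read kinetically: 10 s baseline, 3 min after compound (agonist portion), then 2 min after EC20 capsaicin (allosteric enhancer portion). Calcium-bound dye fluorescence at 480/520 nm.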
# Rab9 prom act: activates the Rab9 promoter; Huh7 Rab9 promoter-luciferase reporter, luminescence, 24 h; Potency, µM (doses to about 9.22 µM), without a hit: at the top dose activation, negative = inhibition, usual class: activators; 2.8% of 320,000 active; note: potency is the fitted concentration of half-maximal effect; % of control where 0% means no effect; nearly all actives have a fitted effect of over 60% in size
#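 Luminescence from Amplite-detected luciferase (10 minutes, ambient) reports Rab9 promoter activation. Before that, stable Rab9-luciferase Huh7 cells (1500/well, reduced-serum OP-MEM I plus 10% FBS) were exposed to compound for 24 hours at 37C.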
# * = called active by the depositor; ? = inconclusive; / = no result given; & = joins results of further samples; [ ] = remark or other dose. Unless noted, calls come from the whole dose curve; as a rule, active = well fitted curve in the direction sought with a large enough effect; inconclusive = small, poorly fitted or top-dose-only effect, or another doubt; inactive = no such curve, though single readings can be large; an effect the other way counts as inactive or inconclusive.
SMILES,RORgamma inh,ELG1 DNA repair,ELG1 genotox,BRCA1 expr act,NPC1 prom act,Gal4-VP16 FLuc,Tb PFK block,FLuc modulator,p53 reactivator,TRPV1 ag,Rab9 prom act
CCOc1ccc(N/C=C/C(=O)c2ccc(OC)cc2)c([N+](=O)[O-])c1,10%,?,?,?,0.4µM*,-6%,-2%,0.85µM*,12%,-4,1.1µM*
CN(C)/C=C1/N=C(c2ccccc2)OC1=O,11%,?,12%,57%,2%,12%,2%,-3%,8%,4,0%
Cc1ccccc1Nc1ncnc2c1cnn2C,2%,-15%,-15%,-27%,-2%,-11%,-2%,-1%&1%,-25%,0,-1%
O=C(NC1CCCCCC1)C1C2C=CC3(CN(Cc4cccnc4)C(=O)C13)O2 (stereo not given),-3%,1%,4%,15%,1%,11%,0%,8%,-1%,/,-3%
CCC(=O)c1ccc(OCC(=O)OCC(=O)c2cc(C)n(C3CC3)c2C)cc1,/,13%,0%,0%,-6%,/,-6%,-14%,1%,8,1%
CCOC(=O)c1nc(C)n(-c2cc(OC)c(Cl)cc2Cl)n1,18%,8%,3%,-6%,-3%,3%,-1%,3%,-2%,-3,-12%
CN(c1ccccc1C(=O)O)S(=O)(=O)c1ccc2[nH]c(=O)[nH]c2c1,-2%,-2%,-1%,11%,0%,-4%,0%,0%,4%,3,2%
CCc1nnc(NC(=O)CN2CCN(c3ccccc3F)CC2)s1,-19%,-2%,-2%,23%,-2%,-5%,3%,-1%,-1%,4,0%
C/C(=N\NC(=O)CSCc1ccc([N+](=O)[O-])cc1)c1ccccc1,?,?,-11%,-11%,-8%,-26%,-4%,-4%,1%,20,0%
COc1ccc(-c2cc(C(F)F)n3ncc(C(=O)Nc4ccc(C(=O)N5CCOCC5)cc4)c3n2)cc1,-6%,2.6µM*,-11%,-16%,-11%,-8%,1%,2%,-2%,11,-13%
CC(C)(C)NC(=O)NC(=O)COC(=O)C1CCN(S(=O)(=O)c2cccs2)CC1,/,-3%,-1%,13%,1%,/,0%,-1%,-4%,1,-1%
O=C(Cn1ccc([N+](=O)[O-])n1)c1ccccc1,-2%,16%,1%,12%,-1%,5%,-3%,-1%,7%,0,18%
COc1ccc2oc(C(=O)OCC(=O)N3CCCCC3C)c(C)c2c1 (stereo not given),/,17%,10%,69%,/,/,0%,/,?,/,/
Cc1ccc(S(=O)(=O)c2nnn3c2nc(NCCCN2CCCC2=O)c2ccccc23)cc1C,-2%,?,-7%,-31%,-2%,-8%,-1%,2%,-13%,-1,-2%
NC(=O)c1ccc(C(F)(F)F)n(Cc2ccc(Cl)cc2)c1=O,?,-8%,0%,-21%,0%,?,1%,2%,8%,-7,-1%
Cc1ccc(C(=O)N2N=C(c3ccc(NS(C)(=O)=O)cc3)CC2c2cccs2)cc1 (stereo not given),0%,?,-3%,-37%,-4%,2%,2%,0%,-5%,3,-2%
CC1CN(c2nc3c(c(=O)[nH]c(=O)n3C)n2Cc2ccccc2F)CC(C)O1 (stereo not given),-1%,?,12%,-14%,1%,-11%,5%,-3%,-6%,-3,-5%
CSc1nc(Nc2ccc(Cl)cc2)c(C#N)c(=O)[nH]1,13%[1.91 µM],2%,2%,-24%,-1%,-4%,0%,3%,/,-3,0%
Cn1nnnc1SCc1nnc(-c2ccccc2Br)o1,-3%,?,17%,46%,15%,18%,10%,?,?,-2,30%
Cc1cccc(C(=O)Nc2ncc(CN3CCOCC3)s2)c1,-9%,2%,1%,18%,-2%,3%,1%,3%[2.3 µM],2%,-1,11%
Cc1ccccc1NC(=O)c1nnn(-c2ccc3c(c2)OCCO3)c1N,0.63µM*,?,5%,?,1.3µM*,?,-3%,6µM*,?,-1,0.89µM*
CCn1cc(CN2CCC(n3nccc3NC(=O)Cc3ccccc3)CC2)c(C)n1,0%,1%,0%,9%,-3%,7%,-3%,2%,-2%,-3,7%
COc1cc(/C=N/NC(=O)c2cc3c(ccc4ccccc43)o2)cc(OC)c1O,?,?,0%,/,-2%,?,5%,4.8µM*,10%,?,-4%
COc1ccc(N2CCN(Cc3nc(Cc4cccc(F)c4)no3)C(C)C2)cc1 (stereo not given),6%,?,-3%,0%,-2%,-4%,-6%,-2%,2%,3,-3%
Nc1nc(NCc2ccco2)nc(N2CCCC2)c1[N+](=O)[O-],35%,6%,0%,-15%,-1%,12%,0%,1%,-3%,-2,-7%
COc1ccc(N(CC(=O)N/N=C/c2ccc(OC)cc2OC)S(=O)(=O)c2ccccc2)cc1,-5%,-7%,-2%,49%,-1%,4%,2%,2%,4%,-4,-4%
COc1cc(C2CC(c3cccs3)=NN2C(=O)CCl)ccc1OC(F)F (stereo not given),?,0%,-6%,-91%[inhibitor],-44%[inhibitor],16µM*,4%,5%,-19%,-3,-51%[inhibitor]
CC(C)COc1ncnc2c1sc1nc3c(cc12)COC(C)(C)C3,19%,?,?,/,4µM*,?,-3%,24µM*,8%,-2,3.2µM*
Cc1ccc(N2CCN(c3ccc(C)cc3)C2c2ccncc2)cc1,-29%,?,-2%,13%,-9%,-24%,2%,2%,0%,?,3%
CCCN1C(=O)S/C(=C\c2ccc(N3CCOCC3)o2)C1=O,5.6µM*,?,?,-20%,22%,4.5µM*,?,?,-4%,27,?
Cc1ccc(C(=O)ON=C2CCN(S(=O)(=O)c3ccccc3)CC2)cc1,-14%,-12%,0%,19%,-1%,0%,1%,?,1%,?,-1%
COc1ccc(CCN(C)Cc2ccc(C(=O)Nc3ccccc3)cc2)cc1OC,0%,7.3µM*,-7%,7%,-11%,-2%,-9%,-4%,28%,-2,-7%
CN(C)C(=O)c1c(C(F)(F)F)nn(C)c1Cl,11%,-9%,-1%,0%,-2%,-1%,-1%,-2%,-5%,-8,2%
O=C(NNc1ccc([N+](=O)[O-])cc1)C12CC3CC(CC(C3)C1)C2,1%,1%,-1%,0%,1%,1%,-3%,0%,8%,4,3%
O=C(N/N=C/c1oc(O)c2ccccc12)c1ccccc1O,?,25%,14%,0%,-2%,-1%,?,11µM*,1%,25,-5%
O=C1NCCN(Cc2ccoc2)C1CC(=O)N(CCO)Cc1ccccc1 (stereo not given),-14%,0%,-6%,-12%,-8%,3%,0%,1%,3%,1,-4%
Cc1cccc(C2=NOC(=O)/C2=C\c2ccccc2F)c1,/,15%,2%,9%,1%,/,-2%,?,?,0,-3%
Cc1ccc(S(=O)(=O)N[C@H](C(=O)OCn2nnc3ccccc3c2=O)C(C)C)cc1,29%,21µM*,-8%,-10%,0%,-2%,-4%,1%,2%,3,-6%
C=CCc1ccc(OCCCOc2ccc(C)c(C)c2)c(OC)c1,2%,8%,-2%,-10%,0%,-8%,1%,-8%,1%,-1,-4%
C/[N+]([O-])=C\CC(=O)c1ccc(-c2ccccc2)cc1,?,0%,2%,15%,-31%[inhibitor],17%,6%,?,3%,10,?
CCCN(CC(=O)c1cc(C)n(C)c1C)S(=O)(=O)c1cccc(C(F)(F)F)c1,5%,-16%,-4%,-23%,0%,?,-1%,-10%,-17%,27,-1%
CCOc1cccc(-c2cc(C(=O)NN)[nH]n2)c1,5%,?,3%,3%,-1%,10%,1%,-8%,-9%,-3,9%
O=C(/C=C/c1ccccc1)Oc1cccc(C(=S)N2CCOCC2)c1,-4%,15%,2%,4%,0%,0%,-5%,9.5µM*,0%,5,-4%
C=CCSc1nnc2c(n1)[nH]c1c(C)cccc12,?,?,?,?,3.5µM*,?,0%,9.5µM*,?,25,?
O=C(CSc1ccc2nnc(-c3ccccn3)n2n1)Nc1ccc(F)cc1F,-15%,5%,-3%,5%,-1%,2%,-2%,1%,4%,-7,-1%
Cc1ccc(NC(=O)CN2CCc3cc4c(cc3C2C)OCCCO4)cc1C (stereo not given),-10%,?,-8%,-23%,-4%,0%,-3%,0%,0%,28,-3%

# Only NPC1 prom act, Tb PFK block and ELG1 DNA repair, for some of the entries so far:
mol | NPC1 prom act | Tb PFK block | ELG1 DNA repair
Cc1ccc(N2CCN(c3ccc(C)cc3)C2c2ccncc2)cc1 | -9% | 2% | ?
C/[N+]([O-])=C\CC(=O)c1ccc(-c2ccccc2)cc1 | -31%[inhibitor] | 6% | 0%
